Screening data as filed in PubChem.
QS inhibitor = blocks AIP-induced quorum sensing reporter in S. aureus | 0.3% of 24,000 active | S. aureus RN6390 RNAIII-GFP reporter, flow cytometry 3 h | inhibition, % at 2 µM;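 active = share of bacteria positive for the green fluorescent reporter and its mean brightness both inhibited by 50% or more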;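 also: 0% = AIP-stimulated control and 100% = unstimulated bacteria without AIP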
QS inhibitor GFP MFI % = further read-out of QS inhibitor, marked with its call; inhibition, %; measured here: inhibition of GFP MFI
An asterisk follows results filed as active. Some of the compounds tested. The share of hits here may be higher or lower than overall.

The first 3 records as a preview:
| # | SMILES | QS inhibitor | QS inhibitor GFP MFI % |
| --- | --- | --- | --- |
| 1 | C1COC(NC(C2CC2)C2CC2)=N1 | -2 | -4 |
| 2 | CCn1cc(C(=O)O)c(=O)c2cnc(N3CCNCC3)nc21 | -1 | 0 |
| 3 | CCCCCC(=O)O[C@]1(C(C)=O)CC[C@H]2[C@@H]3CCC4=CC(=O)CC[C@]4(C)[C@H]3CC[C@@]21C | 27 | 51 |

The whole of this part, previewed entries included:
| # | SMILES | QS inhibitor | QS inhibitor GFP MFI % |
| --- | --- | --- | --- |
| 1 | C1COC(NC(C2CC2)C2CC2)=N1 | -2 | -4 |
| 2 | CCn1cc(C(=O)O)c(=O)c2cnc(N3CCNCC3)nc21 | -1 | 0 |
| 3 | CCCCCC(=O)O[C@]1(C(C)=O)CC[C@H]2[C@@H]3CCC4=CC(=O)CC[C@]4(C)[C@H]3CC[C@@]21C | 27 | 51 |
| 4 | O=C(O)c1cccnc1Nc1cccc(C(F)(F)F)c1 | 4 | 18 |
| 5 | COc1ccc(C2CNC(=O)C2)cc1OC1CCCC1 (configuration not stated) | 0 | 0 |
| 6 | CN1CCCN=C1COC(=O)C(O)(c1ccccc1)C1CCCCC1 (configuration not stated) | -2 | -5 |
| 7 | CC1Cc2ccccc2N1NC(=O)c1ccc(Cl)c(S(N)(=O)=O)c1 (configuration not stated) | -2 | -3 |
